Source: PubChem BioAssay
Nrf2 ARE act = qHTS of Nrf2 Activators; AREc32 ARE-luciferase reporter (MCF7-derived line), luminescence, 24 h; Potency, µM (doses to about 46.1 µM), for the others: top-dose activation, most hits filed as activators; 410,000 compounds, 0.31% hits; AID 624171, 2012; note: potency is the fitted concentration of half-maximal effect; % of control where 0% means no effect; nearly all actives have a fitted effect of over 65% in size
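ARE activation measured as luciferase luminescence (Steady-Glo, 30 min RT) in AREc32_Fluc cells after 24 hr compound exposure at 37 deg C, 5% CO2; cells seeded overnight at 1000/well in OPTI-MEM, 5% FBS.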
A549 tox = Nrf2 qHTS screen for inhibitors: counterscreen for cytotoxicity; A549 ARE-Fluc cells, CellTiter-Fluor viability, 18-24 h; Potency, µM (series often up to 46 µM), inactives show top-dose activity change, negative = cytotoxicity, usual class: inhibitors; 390,000 compounds, 0.16% hits; AID 504648, 2011; note: potency is the fitted concentration of half-maximal effect; % is set by controls: 0 for no effect and ±100 for the full control effect
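Cytotoxicity counterscreen: CellTiter-Fluor fluorescence was measured in A549 ARE_Fluc cells after 18-24 h of compound exposure in a concentration series. The subsequent BugLite luminescent read reports ARE-luciferase activity.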
HepG2 tox = qHTS for Inhibitors of TGF-b: Cytotox Counterscreen; HepG2 CAGA-GFP viability, ATP luminescence, 18 h; Potency, µM (series often up to 46.1 µM), inactives show top-dose activity change, negative = cytotoxicity, actives largely listed as cytotoxic; 410,000 compounds, 0.76% hits; AID 588856, 2011; note: potency is the fitted concentration of half-maximal effect; some results filed as inactive show a strong effect at the top dose
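CellTiter-Glo luminescence gave cytotoxicity after 18 hours at 37 degrees C. The cells were HepG2 CAGA-GFP in 1% FBS DMEM, stimulated with 500 pg/mL TGF-beta after compound addition. %Activity was normalised to no-cell wells (complete cell-killing) and DMSO (no toxicity), and curves were fitted and classified.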
ATXN2 expr inh = Primary qHTS for Inhibitors of ATXN expression; 360,000 compounds, 0.72% hits; HEK-293 ATXN2-luciferase reporter, luminescence, 24 h; Potency, µM (doses to about 57 µM), for inactives: at the top dose activity change, negative = inhibition, usual class: inhibitors; note: potency is the fitted concentration of half-maximal effect; % is set by controls: 0 for no effect and ±100 for the full control effect; nearly all actives have a fitted effect of over 55% in size
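qHTS (up to 57 uM final) was run with 24 h compound exposure of reporter cells at 37 °C. Each well was multiplexed: SteadyGlo luminescence measured ATXN2-luciferase expression after a fluorogenic Gly-Phe-AFC viability readout (25 uM final).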
IL1B secr inh = qHTS for Inhibitors of Inflammasome Signaling: IL-1-beta AlphaLISA Primary Screen | THP-1 LPS/ATP IL-1B secretion, AlphaLISA, 16 h; active compounds read low | activity change, % at 57.5 µM | 360,000 compounds, 4.7% hits | AID 743279, 2014; in the data active = activity change below about -50%; inconclusive = mostly about -30% to -49%; note: % is set by controls: 0 for no effect and ±100 for the full control effect
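Secreted IL-1B measured by AlphaLISA bead assay after 16 h compound exposure of THP-1 cells; compounds (final up to 57.5 uM) added 1 h before LPS (250 ng/mL) and ATP (1.25 mM) stimulation; lower signal means less secretion.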
MCF10A rereplic = A quantitative high throughput screen for small molecules that induce DNA re-replication in MCF 10a normal breast cells | MCF 10A DNA re-replication, Hoechst nuclear intensity, 48 h | 350,000 compounds, 2.9% hits | AID 624296, 2012 | Potency, µM (top dose mostly 46.1 µM), without a hit: at the highest dose activity, positive = re-replication, most hits filed as activators; note: potency is the fitted concentration of half-maximal effect; % of control where 0% means no effect; nearly all actives have a fitted effect of over 50% in size
TGFb SMAD3 inh = qHTS for Inhibitors of TGF-b; HepG2 CAGA-GFP TGF-b/SMAD3 reporter, GFP fluorescence, 18 h; TGF-beta stimulated, 500 pg/mL final; Potency, µM (doses to about 46.1 µM), for inactives: top-dose activity, negative = inhibition, most hits filed as inhibitors; 410,000 compounds, 1.2% hits; note: potency is the fitted concentration of half-maximal effect; % is set by controls: 0 for no effect and ±100 for the full control effect; nearly all actives have a fitted effect of over 65% in size
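TGF-beta reporter screen: HEPG2 CAGA-GFP, 1% FBS, 500 pg/mL TGF-beta final, 18 h; per-cell GFP summed per well; curves fitted and categorized by class.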
S2 tox = Viability Counterscreen for Primary qHTS for Inhibitors of ATXN expression. 400,000 compounds, 0.49% hits. S2 cells (HEK-293 line with an ATXN2-luciferase reporter) viability, CellTiter-Fluor protease fluorescence, 24 h. AID 651635, 2014. Potency, µM (titrated, usually from 56.7 µM), actives largely listed as cytotoxic; note: potency is the fitted concentration of half-maximal effect; nearly all actives have a fitted effect of over 40% in size
Nrf2 block = Nrf2 qHTS screen for inhibitors. A549 ARE-Fluc reporter, luciferase luminescence, 18-24 h. Potency, µM (series often up to 46 µM), without a hit: top-dose activity change, negative = inhibition, hits mostly inhibitors. 360,000 compounds, 2.1% hits. AID 504444, 2011; note: potency is the fitted concentration of half-maximal effect; % is set by controls: 0 for no effect and ±100 for the full control effect; nearly all actives have a fitted effect of over 60% in size
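Cells were seeded and rested 2 h, then exposed to compounds for 18-24 h. CellTiter-Fluor was read first as a viability measure. BugLite was added 15 min before the final luminescent read of ARE-luciferase activity in A549 cells.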
Starred values were filed as active, the others as inactive; i = inactive; ? = inconclusive; . = no result given; [ ] = remark or other dose. Unless noted, calls come from the whole dose curve; as a rule, active = well fitted curve in the direction sought with a large enough effect; inconclusive = small, poorly fitted or top-dose-only effect, or another doubt; inactive = no such curve, though single readings can be large; an effect the other way counts as inactive or inconclusive. The order is random. About 8.8% of those tested had a hit in this group.

SMILES	Nrf2 ARE act	A549 tox	HepG2 tox	ATXN2 expr inh	IL1B secr inh	MCF10A rereplic	TGFb SMAD3 inh	S2 tox	Nrf2 block
COc1ccc(CCNC(=O)CO/N=C/c2cc3c(cc2Br)OCO3)cc1OC	-0.2%	-12.8%	-3.2%	-38.9%	-3.0	0.3%	7.7%	i	?
Cc1ccc(CS(=O)(=O)CCC(=O)NCCC2=CCCCC2)cc1	-0.1%	-1.5%	-3.5%	-17.0%	-1.8	-1.3%	-1.7%	i	-1.0%
CCCCCOc1cccc(C2C(C(=O)c3cccs3)=C(O)C(=O)N2CCN2CCOCC2)c1 (stereo not given)	0.0%	-12.6%	8.5%	-21.7%	-8.5	-1.5%	27.6%	i	-4.0%
O=C(NNC(=O)C1CCN(S(=O)(=O)c2cccc(C(F)(F)F)c2)CC1)C1CC1	-0.7%	-2.1%	1.1%	-16.6%	6.0	8.5%	-8.3%	i	-15.3%
O=C(Cc1cccs1)Nc1ccc2c(c1)C(=O)OC2	2.3%	-4.0%	-27.2%	-10.3%	0.0	?	0.0%	i	?
Cn1c(=O)c2c(nc(Sc3ncccn3)n2Cc2ccccc2Cl)n(C)c1=O	-0.4%	-10.4%	-5.9%	-9.6%	22.1	?	-1.3%	i	?
O=C(O)CCCNS(=O)(=O)/C=C/c1ccccc1	-0.5%	2.0%	-51.0%	.	-1.2	6.9%	8.6%	i	8.5%
COc1ccc2[nH]c3c(c2c1)CCN1C(=O)C(CC(=O)NCCCN(C)C)C[C@H](C(=O)N2CCOCC2)[C@@]31CCC1CCCC1 (stereo not given in full)	3.7%	16.1%	-4.3%	-0.3%	-4.9	10.8%	3.0%	i	13.5%
CCN(CC)CCOC(=O)c1ccc(Cl)cc1Cl	-0.2%	2.0%	0.2%	-16.1%[11.3 µM]	10.9	-1.2%	-2.6%	i	0.1%
CC1CCCCC1NC(=O)CN1C(=O)c2cccc(N)c2C1=O (stereo not given)	0.1%	?	2.0%	12.8%	41.9	?	0.0%	.	2.0%
COc1cc(NC(=O)CCc2c(C)nn(-c3ccc(N4CCCCC4)nn3)c2C)cc(OC)c1OC	5.9%	2.7%	-35.4%	.	.	.	-3.6%	.	?
NCCOc1ccc(C2CCCCC2)cc1	0.4%	0.4%	-52.3%	.	-186.2*	-8.4%	?	i	29.1%

3 entries out of the list, arranged by SMILES length, falling.
SMILES	Nrf2 ARE act	A549 tox	HepG2 tox	ATXN2 expr inh	IL1B secr inh	MCF10A rereplic	TGFb SMAD3 inh	S2 tox	Nrf2 block
COc1cc(NC(=O)CCc2c(C)nn(-c3ccc(N4CCCCC4)nn3)c2C)cc(OC)c1OC	5.9%	2.7%	-35.4%	.	.	.	-3.6%	.	?
COc1ccc(CCNC(=O)CO/N=C/c2cc3c(cc2Br)OCO3)cc1OC	-0.2%	-12.8%	-3.2%	-38.9%	-3.0	0.3%	7.7%	i	?
O=C(Cc1cccs1)Nc1ccc2c(c1)C(=O)OC2	2.3%	-4.0%	-27.2%	-10.3%	0.0	?	0.0%	i	?

Following part
SMILES	Nrf2 ARE act	A549 tox	HepG2 tox	ATXN2 expr inh	IL1B secr inh	MCF10A rereplic	TGFb SMAD3 inh	S2 tox	Nrf2 block
CCn1nnnc1-c1ccc(OC)c(S(=O)(=O)N2CCCCC2)c1	-0.6%	0.8%	-3.3%	0.3%	3.8	-1.1%	-4.9%	i	12.7%
CCOC(=O)c1c(-c2ccccc2)c(C(C)=O)c(=O)n(C)c1C	0.2%	2.6%	-1.5%	3.0%	7.1	0.2%	16.2%	?	0.3%
Cc1ccc(-c2csc(NC(=O)CSc3nc4ccccc4[nH]3)n2)cc1	4.0%	-0.2%	-23.5%	-23.0%	-12.9	?	?	i	-22.7%
O=C(O)Cn1c(Cc2ccccc2)nc2ccccc21	0.0%	-3.6%	-0.3%	-6.3%	37.5	3.5%	-7.9%	i	-0.9%
Cc1ccc(-c2nc3cc(C(C)C)ccc3o2)cc1NC(=O)c1cc([N+](=O)[O-])ccc1N1CCOCC1	-0.2%	-3.3%	-12.1%	86.3%[activator]	.	.	-1.0%	i	?
O=C(CNC1CCCCC1)N1CCc2ccccc2C1	-0.6%	15.2%	-2.3%	-1.9%	5.8	251.3%[0.0737 µM]	-1.9%	i	7.4%
Cc1cc(C)c(NC(=O)CSc2cccc[n+]2[O-])c(C)c1	-0.7%	-2.3%	-0.9%	-6.3%	16.8	-7.3%	6.7%	i	8.0%
Cc1cc(C(=O)O)c(C)n1-c1ccccc1	-0.5%	4.1%	-10.3%	-2.9%	-2.6	-1.3%	-15.2%	i	-11.0%
CCOc1cc(C(=S)N2CCOCC2)ccc1OS(=O)(=O)c1ccc(NC(C)=O)cc1	0.8%	-15.5%	-15.5%	-20.7%	-52.8*	25.0%	-8.2%	i	9.2µM*
O=C(N[C@@H](Cc1c[nH]c2ccccc12)C(=O)O)C1CCN(S(=O)(=O)c2cccs2)CC1	-0.1%	-8.4%	-4.5%	-16.6%	7.4	20.1%	-0.7%	i	-2.4%
Cc1ccc(CN2C(=O)c3ccccc3CC2(C)C(=O)NC2CCCCC2)cc1 (stereo not given)	-0.2%	5.2%	-0.2%	.	.	.	.	.	0.6%
CN(C)c1ccc(S(=O)(=O)NCC(=O)OCC(=O)Nc2cc(Cl)cc(Cl)c2)cc1[N+](=O)[O-]	-0.4%	8.0%	-0.8%	-9.1%	-12.8	-0.1%	-18.7%	i	13.7%
CCN(CC)C(=O)CN(C#N)c1nc(OC)nc(N(C)C)n1	-0.8%	-1.2%	3.7%	3.6%	17.1	-0.2%	8.2%	i	0.8%
O=C(CC(=O)c1ccccc1)Nc1ccccc1C(F)(F)F	3.0%	-0.5%	-8.3%	46.0%[activator]	-26.9	8.3%	23.7%	i	16.4µM*
O=C(Nc1cccc2cccnc12)c1cccc([N+](=O)[O-])c1	?	0.2%	-26.3%	41.0%[activator]	-7.6	11.0%	-2.7%	?	?
O=C(CSc1nnc(-c2cccnc2)o1)Nc1cccc(Cl)c1	3.9%	0.4%	-21.1%	86.7%[activator]	-9.2	1.3%	-1.5%	i	-1.5%
COc1ccc2c(c1)C(C)=CC(C)(C)N2S(=O)(=O)c1ccc(Br)cc1	2.0%	1.1%	-17.0%	-23.7%	82.3	?	?	i	?
O=C(CN1CCOCC1)N/N=C/c1ccco1	-0.6%	2.3%	0.0%	-6.8%	-12.5	-50.3%[inhibitor]	-10.1%	i	5.0%
CCC(=O)Nc1ccc(C)cc1-c1nc2ccccc2n(C(C)C(=O)Nc2ccccc2CC)c1=O (stereo not given)	7.2%	8.2%	-26.6%	.	.	.	?	.	11.1%
O=C1c2ccccc2C(=O)N1Cc1nc2ccccc2c(=O)n1CCN1CCOCC1	-0.7%	-4.7%	-0.1%	-2.9%	22.1	7.2%	0.8%	i	-17.1%
Cc1ccc(-c2cc(C(=O)NCC3CCCO3)no2)cc1 (stereo not given)	-0.4%	7.8%	8.3%	-13.5%	-3.5	-0.5%	33.3%[activator]	i	?
O=C(C#Cc1ccccc1)Nc1ccc(F)cc1	?	-5.1%	28.8%	14.7%	-96.9*	-0.2%	?	i	-26.4%
COc1ccccc1C(=O)NCCc1c(C)[nH]c2c(C)ccc(F)c12	-0.7%	2.2%	-11.0%	-24.7%	-8.0	?	-18.3%	i	?
CC(=O)N1N=C(c2ccccc2)OC12CCCC2	-0.7%	1.9%	-1.0%	4.7%	0.0	?	-0.4%	i	7.3%
CCOc1ccccc1NC(=O)CSc1ccc(-c2ccco2)nn1	7.7%	-8.6%	0.0%	-5.0%	i	-5.3%	?	i	-43.1%
COCCNC(=O)/C(C#N)=C/c1ccc(O)c([N+](=O)[O-])c1	-0.2%	-15.2%	23.9%	.	14.9	-2.7%	-5.1%	i	-16.1%
Cn1c(=O)cc(SCC(=O)N2CCN(c3ccccc3F)CC2)c2cc(Cl)ccc21	0.2%	-6.5%	0.0%	13.0%	.	.	5.9%	i	15.0%
COC(=O)C1=C(C)NC2=C(C(=O)CCC2)C1c1coc2ccccc2c1=O (stereo not given)	0.5%	-13.5%	-0.4%	-13.6%	-1.0	-13.4%	20.2%	i	-5.4%
Cc1cc(C)nc(SC2=CS(=O)(=O)c3ccccc32)n1	?	-14.7%	-37.0%	?	-97.7*	16.4µM*	2.9%	?	?
CCOc1ccc2nc(/N=C/c3c(C)[nH]n(-c4ccc(C)cc4)c3=O)sc2c1	5.5%	-1.6%	-76.1%	17.9%	-5.8	-13.1%	4.0%	i	-1.6%
COc1ccc(C)cc1S(=O)(=O)n1c([N+](=O)[O-])cnc1C	-0.7%	-6.2%	-1.8%	4.0%	30.9	7.9%	-6.0%	i	5.9%
CN1CCN(C(=O)/C=C/c2cn(-c3ccccc3)nc2-c2ccc3c(c2)OCCO3)CC1	4.9%	-1.4%	-13.4%	-30.7%	-61.6*	?	-17.6%	i	20.6%
O=C(/C=C(\c1ccccc1)n1cncn1)c1ccccc1	?	-1.6%	-41.2%	-4.9%	-2.8	-4.2%	-1.2%	i	1.6%
O=C(CN1CCN(CC(=O)Nc2ccccc2Cl)CC1)Nc1ccc(F)c(F)c1	2.7%	7.4%	-30.0%	.	-22.0	3.0%	?	i	6.5%
Cc1ccc(OCC(=O)NNC(=O)CCC(=O)NCc2ccccc2)cc1	-0.2%	-15.0%	-2.3%	-0.4%	?	3.0%	-17.7%	i	-8.4%
Cc1nc(NC(=O)/C=C/c2ccccc2)sc1C(=O)N1CCCCC1	6.5%	7.8%	-18.3%	-11.4%	-13.7	0.9%	4.4%	i	7.5%
COc1cc(C(O)c2nc3ccccc3s2)cc(OC)c1OC (stereo not given)	0.6%	-14.2%	-0.2%	.	9.4	-0.9%	-6.3%	i	?
COc1ccc(Cl)cc1S(=O)(=O)N1CCN(C(=O)c2ccco2)CC1	-1.3%	11.2%	4.1%	2.8%	21.0	0.3%	7.5%	?	.
